From PubChem
NS3h inh CB = blocks HCV NS3 helicase binding to DNA; inhibition, % at 100 µM; AID 687043; NS3h Cy5-dT15 DNA binding, fluorescence polarization; hit rate 1.6% among 16,000;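 active = inhibition above the average over every tested compound plus 3 SD, cut at about 40% in these data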
Cy5 interf NS3h = enhances or quenches Cy5 fluorescence in NS3h assay; hit rate 6% among 16,000; Cy5-dT15 DNA with NS3h, fluorescence interference; actives lie on both sides; signal over control mean, under 1 quenches; fluorescence interference ratio at 100 µM;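 active = compound fluorescence over control fluorescence at most 0.8, a quencher, or at least a set upper limit, an enhancer; inactive = ratio between 0.8 and the set upper limit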
Starred values were filed as active, the others as inactive.

SMILES	NS3h inh CB	Cy5 interf NS3h
CC(C)c1ccc(NC(=O)CN(c2ccc(Cl)cc2)S(C)(=O)=O)cc1	20	0.98
COc1cc(/C=C2\C(=O)NN(c3ccccc3)C2=O)ccc1OCC(=O)O	11	1.1
O=C(O)c1ccccc1NC1=C(Cl)C(=O)N(c2cccc(Cl)c2)C1=O	8	1.1
O=C1/C(=C\c2ccc(I)cc2)SC(=S)N1c1cccc(Cl)c1	8	1.1
CCOc1ccc(Cl)cc1/C=c1\sc2nc3ccccc3n2c1=O	3	1
O=S(=O)(Nc1cccc(-c2cn3ccccc3n2)c1)c1ccc(-c2ccccc2)cc1	12	0.93
Cc1ccc(C2CC(C(F)(F)F)n3nc(C(=O)NCc4cccs4)cc3N2)cc1 (stereo not given)	7	0.89
CN(Cc1ccccc1)C(=O)c1ccc2c(c1)OCCO2	5	1.1
O=CN1CCN(C(=O)COc2ccc3ccccc3c2)CC1	3	1.2
COc1ccc(C2Nc3ccccc3C(=O)N2c2ccc(Cl)cc2)cc1Cn1nc(C)c([N+](=O)[O-])c1C (stereo not given)	8	0.97
CCc1ccccc1NS(=O)(=O)c1cccc([N+](=O)[O-])c1	7	0.97
COc1ccccc1OCCOc1ccc(Cl)cc1/C=C1/SC(=S)N(C)C1=O	13	1.1
CC1(C)CC(=O)c2c(oc3ccc(NS(=O)(=O)c4ccc5c6c(cccc46)C(=O)N5)cc23)C1	5	0.99
COC(=O)C1=C(O)/C(=C\c2ccccc2C(F)(F)F)N=C1C	12	0.89
CC(NC(c1ccccc1)(c1ccccc1)c1ccccc1)C(=O)O (stereo not given)	-2	0.61*
O=C(Nc1ccc(I)cc1)C(Cc1ccccc1)N1C(=O)c2ccccc2C1=O (stereo not given)	13	0.91
CCCOC(=O)Cc1c(O)c2ccccc2[nH]c1=O	-1	1.1
CCOc1ccccc1/C=C1/C(=O)NN(c2ccccc2)C1=O	13	0.86
O=C(CC1S/C(=N/N=C2/CCCc3ccccc32)NC1=O)Nc1ccccc1C(F)(F)F (stereo not given)	8	1.1
CC(O)c1c(OCc2ccccc2)ncnc1OCc1ccccc1 (stereo not given)	12	0.88
COc1cc(NC(=O)c2cccc([N+](=O)[O-])c2)ccc1NC(=O)c1ccco1	-15	0.73*
O=C(Nc1ccc(-c2nc3ccccc3s2)cc1)c1cc2ccccc2oc1=O	0	1.1
c1ccc(Cc2nc(-c3ccncc3)no2)cc1	-13	0.98
COc1ccc(C2(CNC(=O)c3ccc(F)cc3)CCCC2)cc1OC	9	1.1
O=C(Nc1c(C(=O)N2CCC(Cc3ccccc3)CC2)cnn1-c1ccccc1)c1cccc(F)c1	6	1

3 compounds from above, arranged by molar mass, lowest first:
SMILES	NS3h inh CB	Cy5 interf NS3h
c1ccc(Cc2nc(-c3ccncc3)no2)cc1	-13	0.98
O=CN1CCN(C(=O)COc2ccc3ccccc3c2)CC1	3	1.2
COc1cc(/C=C2\C(=O)NN(c3ccccc3)C2=O)ccc1OCC(=O)O	11	1.1

Following part
SMILES	NS3h inh CB	Cy5 interf NS3h
CCc1ccc(NC(=O)C(=O)NCC(O)c2ccccc2)cc1 (stereo not given)	16	1
COCCCN1C(=O)/C(=C/c2ccc(N(C)C)cc2)SC1=S	31	1
O=c1oc(-c2cccc(F)c2)nc2cc(Cc3ccc4c(=O)oc(-c5cccc(F)c5)nc4c3)ccc12	3	1.1
O=C(Nc1cccc(-c2cn3ccccc3n2)c1)c1cccc(Br)c1	-38	1
O=C(COC(=O)C1CCCN1C(=O)OCc1ccccc1)c1ccc(-c2ccccc2)cc1 (stereo not given)	4	1
CCO/N=C1\CC(c2ccccc2)Cc2onc(C)c21 (stereo not given)	21	1
CCN(CC)c1ccc(NC(=O)c2cc([N+](=O)[O-])ccc2Cl)cc1	11	1
Cc1cc(C(=O)O)ccc1-n1c(C)ccc1C	101*	1.4*
O=C(Nc1ccc(Cl)cc1)Nc1nnc(-c2ccccc2Cl)s1	-5	1.1
CCc1cc2c(C)c(CC)c(=O)oc2cc1OCC(C)=O	-4	1
O=C1C(NC2CCCCC2)=C(N2CCCCC2)C(=O)c2ccccc21	-15	0.92
CCC(=O)Nc1sc2c(c1C(=O)Nc1cccc3ccccc13)CCCCC2	-1	0.99
O=C(Nc1c[nH]c(=O)[nH]c1=O)c1ccc2c(c1)C(=O)N(c1ccccc1-c1ccccc1)C2=O	8	1
C=CCNC(=O)CN(c1ccc(OC)cc1)S(C)(=O)=O	15	1.1
C/C(=N/N=C\c1cccc([N+](=O)[O-])c1)C1C(=O)c2ccccc2C1=O	9	0.62*
CC(C)(C)c1ccc(S(=O)(=O)Nc2ccccn2)cc1	5	1.1
O=C(/C=C/c1ccccc1)NC(=S)Nc1ccc(Br)cn1	-2	1
CC(NS(=O)(=O)c1ccc(Cl)cc1)C1C2CC3CC(C2)CC1C3 (stereo not given)	10	0.96
O=C(CSCc1ccccc1)Nc1ccccc1Cl	12	1
COc1c(-c2cc(-c3ccccc3)n[nH]2)c(O)c(OC)c2occc12	8	1
C(=C\c1nc(-c2cccnc2)no1)/c1ccccc1	7	1
Cc1c(NC(=O)c2ccco2)cccc1[N+](=O)[O-]	4	1.1
COc1cc(/C=C2\SC(=S)N(C(Cc3ccccc3)C(=O)O)C2=O)ccc1O (stereo not given)	14	0.95
COc1cc(NS(=O)(=O)c2ccc(NC(=S)NC(=O)/C=C/c3ccc(F)cc3)cc2)ncn1	9	1
NC(=O)NC(c1ccc(Cl)cc1)c1ccc(Cl)cc1	10	0.93

The listing continues:
SMILES	NS3h inh CB	Cy5 interf NS3h
COC(=O)CN1C(=O)C(=Cc2ccncc2)SC1=S	2	0.97
Cc1c(C#N)c2nc3ccccc3n2c(=O)c1=Cc1sc2ccccc2c1O	-7	0.87
CCOC(=O)c1c(N)sc(C(=O)Nc2ccccc2F)c1C	19	0.99
Cc1cccc(N2C(=O)C(O)=C(C(=O)/C=C/c3ccccc3)C2c2ccc(N(C)C)cc2)c1 (stereo not given)	3	0.95
N=C1S/C(=C\c2ccc(-c3cccc(C(=O)O)c3)o2)C(=O)N1c1ccc2c(c1)OCO2	71*	0.81
COc1ccc2oc(=O)c(C(C)=O)cc2c1	20	1
Cc1ccccc1CNC(=O)CN(c1cccc([N+](=O)[O-])c1)S(=O)(=O)c1ccccc1	18	1.1
CN(C(=O)COc1ccc2ccccc2c1)c1ccccc1	12	1
CCCOc1ccc(CSc2nncn2N)cc1	1	0.98
Cc1cn(S(=O)(=O)c2ccc(Br)cc2)cn1	-3	1
COc1cc(C(=O)O)c(-n2c(C)ccc2C)cc1OC	29	1.4*
CCCCOC(C)n1ccc(=O)[nH]c1=O (stereo not given)	-9	0.86
CCN1C(=O)/C(=C\c2ccco2)SC1=S	18	1.1
O=C1C(Cl)=C(NCCc2ccccc2)C(=O)N1c1ccccc1	15	1.1
CCOc1ccc2ccccc2c1C=C1C(=O)NC(=S)NC1=O	44*	0.89
Cc1ccc(-n2ncnc2-c2cccc(Cl)c2)cc1Cl	2	1
O=C1CCNc2c(Cl)cc(Cl)cc21	6	0.96
Cc1cc(-n2ccnc2C)n2c(nc3ccccc32)c1C#N	-4	1
CCOC(=O)c1c(NC(=O)c2ccc([N+](=O)[O-])cc2)sc2c1CCCCC2	-10	0.98
COc1cccc(C(=O)Nc2ccc(-c3cnc(-c4ccc(NC(=O)c5cccc(OC)c5)cc4)nc3)cc2)c1	12	1.1
NC(=O)C1CCN(C(=O)c2ccc(Cl)cc2)CC1	-5	1
NS(=O)(=O)c1ccc(-c2ccc(/C=c3/sc4nc5ccccc5n4c3=O)o2)cc1	-4	0.87
COc1ccc2occ(C(=O)c3ccccc3)c2c1	1	1
Cc1ccc(Cn2c(=O)c3c(ncn3C)n(C)c2=O)cc1	-3	1
O=C(NC(=S)Nc1ccc2oc(-c3cccc(Br)c3)nc2c1)c1ccco1	-4	1.1

The results go on:
SMILES	NS3h inh CB	Cy5 interf NS3h
COc1ccc(C2=CC=C(c3ccc(OC)cc3)C2)cc1	-4	0.86
COc1cc(/C=C2/SC(=S)NC2=O)ccc1OCc1ccc(I)cc1	14	1.1
CCOc1ccc(S(=O)(=O)N(CC(=O)Nc2cccc(Cl)c2C)c2ccc(C)cc2)cc1	16	1.1
CCCCOP(=O)(OCCCC)C(Nc1ccccc1)c1ccc(OC)cc1 (stereo not given)	9	0.99
Cc1cc(=O)c2cc(Br)ccc2[nH]1	-6	1
CC(=O)c1cc2c(cc1[N+](=O)[O-])OCCO2	1	0.91
COc1cc(C=Nc2ccc(S(N)(=O)=O)cc2)ccc1O	5	1.1
Clc1ccc(-c2noc(COc3ccc4ccccc4c3)n2)cc1	7	1.1
CC(C)CCNC(=O)c1ccccc1[N+](=O)[O-]	-2	1
O=C(c1ccccc1F)N1CCN(c2c(Cl)cccc2[N+](=O)[O-])CC1	17	0.89
COc1ccc(C2CC(C(F)(F)F)n3ncc(C(=O)Nc4cccc(C(C)O)c4)c3N2)cc1OC (stereo not given)	8	0.7*
O=C1c2ccc(-c3nc4ccccc4c(=O)o3)cc2C(=O)N1c1nccs1	6	0.99
O=[N+]([O-])c1ccccc1-c1nc(-c2cnc3ccccc3c2)c(-c2ccccc2)[nH]1	12	0.95
COc1ccccc1CC(=O)N1CCN(c2ccc([N+](=O)[O-])cc2)CC1	-3	0.89
COc1ccc(S(=O)(=O)Nc2cc3c(C(=O)OC(C)C)c(C)oc3c3ccccc23)cc1	14	1
CCOC(=O)c1c(N)n(CCO)c2nc3ccccc3nc12	1	1.1
Cc1ccc(C)c(NC(=O)c2ccc(C)c([N+](=O)[O-])c2)c1	-5	0.96
CCCc1nnc(NC(=O)c2cccc(OCC)c2)s1	21	1
O=C1N/C(=N\N=C/c2ccccc2O)SC1Cc1cc(Cl)ccc1Cl (stereo not given)	5	1.1
CC(=O)N(c1ccccc1C)S(=O)(=O)c1ccc(Cl)cc1	10	0.88
Cc1cc(C)n(-c2nc(Nc3ccccc3C(F)(F)F)nc(-n3nc(C)cc3C)n2)n1	18	0.9
O=C(Nc1cc(Cl)ccc1Cl)c1ccc(Cl)c(Cl)c1	3	1.2
O=C(c1ccc(OCc2ccccc2)cc1)N1CCN(c2ccc([N+](=O)[O-])cc2)CC1	10	1
Cc1ccc(S(=O)(=O)NC(=O)N2CCc3ccccc32)cc1	-1	1
Clc1ccc(/C=N\n2cnnc2)cc1	1	1.1

Next structures
SMILES	NS3h inh CB	Cy5 interf NS3h
COc1ccc(-c2nnc(Nc3ccc(C)cc3)c3ccccc23)cc1	16	0.89
O=C1CSC(=O)N1CCN1C(=O)S/C(=C\c2ccccc2O)C1=O	1	1.1
O=C1c2ccccc2C(=O)c2c1cccc2S(=O)(=O)NNc1ccccc1	9	1.1
Cc1ccsc1-c1ncnn1-c1ccc(Cl)cc1	-8	1
CCOC(=O)c1c(C)oc2ccc(OC(=O)c3cc4ccccc4o3)cc12	16	0.89
CCOc1ccc(NC(=O)c2ccc(Cl)c(Cl)c2)cc1	13	1
COC(=O)CSC1=C(C#N)C(c2ccc(Cl)cc2)C2=C(CC(C)(C)CC2=O)N1 (stereo not given)	14	1.1
CC(C1CC1)N(Cc1ccccc1)C(=O)Nc1cccc([N+](=O)[O-])c1 (stereo not given)	7	0.61*
O=C(Nc1cccc(Cl)c1)Nc1nnc(-c2ccncc2)s1	-4	1
Cc1ccc(-c2nc3ccccc3s2)cc1NC(=S)NC(=O)c1ccco1	2	1.1
Cc1ccccc1-c1nc(-c2ccncc2)no1	8	1.1
CC(NC(=O)c1cc2n(n1)C(C(F)(F)F)CC(c1ccc(Br)cc1)N2)c1ccccc1 (stereo not given)	-2	1.1
COC(=O)c1c(NC(=O)c2cncc(Br)c2)sc2c1CCC2	-6	0.96
O=C1/C(=C\c2cccc(C(F)(F)F)c2)SC(=S)N1Cc1ccccc1	-10	1
Cc1ccc(CC2C(=O)N(c3ccc(Cl)c(Cl)c3)C(=O)C2C)cc1 (stereo not given)	2	0.95
CC1=NN(c2ccc(Oc3ccccc3)c(S(=O)(=O)O)c2)C(=O)C1	33	0.98
C=CCNC(=O)/C(=C/c1ccc(C(C)C)cc1)NC(=O)c1ccccc1	20	0.89
CC(Sc1ccc(Cl)cc1)C(=O)Nc1cccc2ccccc12 (stereo not given)	6	0.97
COc1ccc(C(=O)NC(N2CCOCC2)C(Cl)(Cl)Cl)cc1OC (stereo not given)	4	0.93
C/C(=N\NC(=O)c1ccccc1)C1CC1	4	1.1
CN(C)c1cccc(NC(=O)c2cc3ccccc3o2)c1	16	0.95
COc1ccc(CN2CCN(CC3CC4C=CC3C4)CC2)cc1Br (stereo not given)	-9	0.75*
Cc1cc([N+](=O)[O-])ccc1NC(=S)NC(=O)c1ccco1	19	0.96
CCOc1cc(OCC)cc(C(=O)Nc2ccc(Cl)cc2Cl)c1	8	1

A different layout for 15 compounds above:
Fields – NS3h inh CB	Cy5 interf NS3h
- Cc1ccc(-c2nc3ccccc3s2)cc1NC(=S)NC(=O)c1ccco1
    2	1.1
- Cc1ccccc1-c1nc(-c2ccncc2)no1
    8	1.1
- CC(NC(=O)c1cc2n(n1)C(C(F)(F)F)CC(c1ccc(Br)cc1)N2)c1ccccc1 (stereo not given)
    -2	1.1
- COC(=O)c1c(NC(=O)c2cncc(Br)c2)sc2c1CCC2
    -6	0.96
- O=C1/C(=C\c2cccc(C(F)(F)F)c2)SC(=S)N1Cc1ccccc1
    -10	1
- Cc1ccc(CC2C(=O)N(c3ccc(Cl)c(Cl)c3)C(=O)C2C)cc1 (stereo not given)
    2	0.95
- CC1=NN(c2ccc(Oc3ccccc3)c(S(=O)(=O)O)c2)C(=O)C1
    33	0.98
- C=CCNC(=O)/C(=C/c1ccc(C(C)C)cc1)NC(=O)c1ccccc1
    20	0.89
- CC(Sc1ccc(Cl)cc1)C(=O)Nc1cccc2ccccc12 (stereo not given)
    6	0.97
- COc1ccc(C(=O)NC(N2CCOCC2)C(Cl)(Cl)Cl)cc1OC (stereo not given)
    4	0.93
- C/C(=N\NC(=O)c1ccccc1)C1CC1
    4	1.1
- CN(C)c1cccc(NC(=O)c2cc3ccccc3o2)c1
    16	0.95
- COc1ccc(CN2CCN(CC3CC4C=CC3C4)CC2)cc1Br (stereo not given)
    -9	0.75*
- Cc1cc([N+](=O)[O-])ccc1NC(=S)NC(=O)c1ccco1
    19	0.96
- CCOc1cc(OCC)cc(C(=O)Nc2ccc(Cl)cc2Cl)c1
    8	1

The order is random; about 6.7% have a hit in one of these screens.
